# ST2 inh: blocks human ST2 binding to IL-33 | AID 1259354 | inhibition, % for hits at 17 µM | hit rate 2.3% among 78,000 | Q01638 | AlphaLISA ST2-Fc/biotin-IL-33 interaction, 1 h; in the data active = inhibition above about 30%; inconclusive = mostly about 10% to 28%
# Target sequence (Q01638 whole entry, looked up): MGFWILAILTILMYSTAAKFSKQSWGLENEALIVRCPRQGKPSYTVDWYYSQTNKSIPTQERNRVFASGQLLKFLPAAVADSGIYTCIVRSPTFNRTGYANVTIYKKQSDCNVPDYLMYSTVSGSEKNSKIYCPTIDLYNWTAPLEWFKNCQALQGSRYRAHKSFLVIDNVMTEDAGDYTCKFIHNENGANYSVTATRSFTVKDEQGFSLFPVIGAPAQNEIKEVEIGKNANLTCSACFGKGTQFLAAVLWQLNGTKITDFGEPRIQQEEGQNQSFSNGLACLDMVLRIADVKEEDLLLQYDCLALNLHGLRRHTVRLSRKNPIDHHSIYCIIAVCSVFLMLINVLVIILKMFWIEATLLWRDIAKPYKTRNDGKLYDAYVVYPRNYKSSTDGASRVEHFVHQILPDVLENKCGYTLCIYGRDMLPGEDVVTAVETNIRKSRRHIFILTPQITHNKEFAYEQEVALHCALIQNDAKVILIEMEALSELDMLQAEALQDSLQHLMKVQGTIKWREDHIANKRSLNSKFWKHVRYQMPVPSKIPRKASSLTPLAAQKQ
# Active calls of the source: *; i = inactive; ? = inconclusive. The list is partial (hit frequency here may not be typical).
SMILES,ST2 inh
CCOc1cc(C2C(C(=O)Nc3ccc(Cl)cc3)=C(C)Nc3nnnn32)ccc1OC(F)F (stereo not given),i
CC(C)Oc1cccc(-c2cccc(N3CCNCC3)n2)c1,i
CCOc1ccc(NS(=O)(=O)c2cc(Br)cc3c2N(C(=O)CC)CC3)cc1,i
CCN(CC)C(=O)C1CCCN(Cc2cccc(Br)c2)C1 (stereo not given),i
COc1ccc(C(=O)Nc2nc(-c3cc(Cl)sc3Cl)cs2)cc1OC,i
COc1ccc(NC(=O)CSc2cn(CCNC(=O)c3ccc(F)cc3)c3ccccc23)cc1,i
C=CCSc1nnc2c(n1)OC(c1ccc3c(c1)OCO3)N(C(C)=O)c1ccccc1-2 (stereo not given),?
COc1cc(SC)ccc1C(=O)NCC1CCCO1 (stereo not given),i
COc1cc(/C=C2/C(=O)N(c3ccccc3)N=C2C)ccc1OCCOCCOc1ccccc1,45.0%*
CCCn1cc(SCC(=O)Nc2sc3c(c2C(=O)OCC)CCC3)c2ccccc21,i
CCc1c(C)c(C#N)c2nc3ccccc3n2c1NCCOC,i
Cc1ccc2oc(C(=O)NCCc3nc4ccccc4[nH]3)c(C)c2c1,i

# Two compounds picked at random from those above, as already listed:
SMILES,ST2 inh
COc1cc(SC)ccc1C(=O)NCC1CCCO1 (stereo not given),i
CCc1c(C)c(C#N)c2nc3ccccc3n2c1NCCOC,i

# (further entries)
SMILES,ST2 inh
NC(=O)c1c(NC(=O)CCOc2ccccc2)sc2c1CCCC2,i
Cc1cccc(NS(=O)(=O)c2ccc3[nH]c(=O)[nH]c3c2)c1,i
COc1cccc(NC(=O)CN2C(=O)C3CCCCN3c3ccc(C(=O)N(C)C)cc32)c1 (stereo not given),i
O=C(c1c(F)c(F)c(F)c(F)c1F)N1CCc2ccccc21,i
O=C1C2CCCN2C(c2cccs2)N1c1ccc(Cl)c(Cl)c1 (stereo not given),i
COCCNC(=O)C1c2cc(OC)c(OC)cc2C(=O)N(C)C1c1ccc(OC)cc1 (stereo not given),i
Cc1ccc(S(=O)(=O)NC(C)(C)C)cc1[N+](=O)[O-],?
O=C(c1cnccn1)N1CCC(N2CCC(N3CCCC3=O)CC2)CC1,?
O=C(Cc1ccc(Br)cc1)Nc1nc2ccc([N+](=O)[O-])cc2s1,?
COc1cccc(-n2c(=O)c3sccc3n(CC(=O)NCC3CCCO3)c2=O)c1 (stereo not given),i
CC1=CC23[C@H](C=C(C(=O)O)[C@@H]2COC(=O)[C@]3(O)CO)[C@@H]1C (stereo not given in full),i
COc1ccc(F)c(CN2CCCC(O)(CN(C)Cc3ccco3)C2=O)c1 (stereo not given),i
Cc1[nH]c2c(ccc3ccccc32)c(=O)c1CN1CCCCC1C (stereo not given),i
CC(=O)N(C1=C(N2CCOCC2)C(=O)c2ccccc2C1=O)c1ccc(C(=O)O)cc1,?
CCOC(=O)c1nc(Nc2cc(Cl)ccc2OC)c2ccccc2n1,?
CCS(=O)(=O)c1ncc(CN2CCCCO2)n1CCCc1ccccc1,i
CCOc1ccc(S(=O)(=O)Nc2ccc(OC)c(Cl)c2)c2cccnc12,?
COc1cc(Br)cc(C=O)c1OC,i
Clc1ccc(-c2csc(=Nc3ccccc3)n2CCCN2CCOCC2)cc1,64.0%*
CN1CCN2CCN(C(=O)c3c[nH]n4ccnc34)CC2C1 (stereo not given),?
Cn1c(NCc2c(O)ccc3ccccc23)nc2ccccc21,?
CCCc1nc(N)c(C#N)c(-c2cccc(Br)c2)c1CC,i
O=C(Nc1nccs1)c1ccc([N+](=O)[O-])cc1,i
CC(=O)N1CCc2c(nc(-c3ccccn3)nc2NCCn2cccn2)C1,?
CC1CCN(c2c([N+](=O)[O-])nn(-c3ccccc3)[n+]2[O-])CC1,?
COc1ccc(C2=C(Nc3ccc(C(N)=O)cc3)c3ccccc3C2=O)cc1,?
COc1ccc2[nH]c3c(c2c1)CCNC3=O,i
COc1cccc(NC(=O)N2CCN3C(=O)[C@H](CC4CCCCC4)NC(=O)[C@H]3C2)c1,i
COC(=O)[C@H](NC(=O)[C@@]1(O)C[C@@H](O)[C@H](O)[C@@H](NC(=O)Nc2ccc(C(C)=O)cc2)C1)C(C)C,i
COc1cc(C(=O)Nc2ccc(NC(C)=O)cc2)cc(OC)c1OC,i
O=[N+]([O-])c1ccc(CN2CCN(c3ccccc3F)CC2)o1,?
CC(=O)N1CCC2(CC1)CC(=O)c1cc(OCC(=O)NCc3ccco3)ccc1O2,i
CN1C(=O)c2ccc(F)cc2C1=O,i
CC1=CC(=O)C(C(C)C)=C/C1=N\OC(=O)c1ccc(C)cc1,?
Cc1oc2c(O)c(O)ccc2c(=O)c1Oc1ccccc1,?
Cc1c(C(=O)N2CCCC2)c(S(=O)(=O)Nc2ccc(S(N)(=O)=O)cc2)c(C)n1C,i

# A portion of the results above, as a working copy:
SMILES,ST2 inh
Cn1c(NCc2c(O)ccc3ccccc23)nc2ccccc21,?
CCCc1nc(N)c(C#N)c(-c2cccc(Br)c2)c1CC,i
O=C(Nc1nccs1)c1ccc([N+](=O)[O-])cc1,i
CC(=O)N1CCc2c(nc(-c3ccccn3)nc2NCCn2cccn2)C1,?
CC1CCN(c2c([N+](=O)[O-])nn(-c3ccccc3)[n+]2[O-])CC1,?
COc1ccc(C2=C(Nc3ccc(C(N)=O)cc3)c3ccccc3C2=O)cc1,?
COc1ccc2[nH]c3c(c2c1)CCNC3=O,i
COc1cccc(NC(=O)N2CCN3C(=O)[C@H](CC4CCCCC4)NC(=O)[C@H]3C2)c1,i
COC(=O)[C@H](NC(=O)[C@@]1(O)C[C@@H](O)[C@H](O)[C@@H](NC(=O)Nc2ccc(C(C)=O)cc2)C1)C(C)C,i
COc1cc(C(=O)Nc2ccc(NC(C)=O)cc2)cc(OC)c1OC,i
O=[N+]([O-])c1ccc(CN2CCN(c3ccccc3F)CC2)o1,?
CC(=O)N1CCC2(CC1)CC(=O)c1cc(OCC(=O)NCc3ccco3)ccc1O2,i
CN1C(=O)c2ccc(F)cc2C1=O,i
CC1=CC(=O)C(C(C)C)=C/C1=N\OC(=O)c1ccc(C)cc1,?
Cc1oc2c(O)c(O)ccc2c(=O)c1Oc1ccccc1,?
Cc1c(C(=O)N2CCCC2)c(S(=O)(=O)Nc2ccc(S(N)(=O)=O)cc2)c(C)n1C,i

# Further compounds.
SMILES,ST2 inh
COc1cc(C2C(C(N)=O)=C(C)Nc3nc(SCc4ccccc4)nn32)cc(OC)c1OC (stereo not given),i
O=C(CN1CCCN(S(=O)(=O)c2ccc(F)cc2)CC1)c1ccc2c(c1)OCO2,i
O=C(Nc1ccccc1F)C1CCN(S(=O)(=O)c2ccc(Cl)cc2)CC1,i
Cc1ccc2c(c1)c1c(n2CCN2C(=O)c3ccccc3C2=O)C(=O)CCC1,i
CC(C(=O)N(C)C)N(C)Cc1cccc(C(=O)Nc2ccc[nH]c2=O)c1 (stereo not given),i
Cc1cn(CC(=O)N2CCOC(CCCc3ccccc3)C2)c(=O)[nH]c1=O (stereo not given),i
Cc1nn(-c2ccc(C(C)C)cc2)c(C)c1[C@H]1C=C[C@@H](O)C1,i
CCOc1cccc(CN2CCN(Cc3cccs3)C(CCO)C2)c1O (stereo not given),i
COc1cc(-c2[nH]ncc2CN(CCO)Cc2ccccc2)cc(OC)c1OC,i
COc1ccc(Cl)cc1NC(=O)CSc1c2c(nc3ccccc13)CCC2,?
Cc1c(C(=O)N2CCN(c3ccccc3)CC2)sc2nc(-c3ccccc3)cn12,?
CC1C(=O)C(C)C(c2ccccc2)NC1c1ccccc1 (stereo not given),i
COc1ccccc1NC(=O)c1c(NC(=O)C(C)(C)C)sc2c1CCC2,i
CCC(C)NC(=O)Cn1c2ccccc2c(=O)c2ccccc21 (stereo not given),?
Cc1ccc(C(C)C)c(OCC(=O)O)c1,i
Cc1cccc(-c2cc(N3CCN(S(=O)(=O)c4cc(F)ccc4F)CC3)ncn2)c1,i
CC(C)C(NS(=O)(=O)c1cccc2nsnc12)C(=O)NC1CCCCC1 (stereo not given),i
C[C@@H](NC(=O)[C@@H]1C[C@@H](NS(=O)(=O)c2cccs2)CCN1C(=O)c1ccco1)C(N)=O,?
O=C(CC1Sc2ccccc2NC1=O)Nc1ccccc1Cl (stereo not given),i
COc1ccc(OC)c(CNc2ccc3c(c2)nc(C)n3C)c1,?
O=C(O)c1ccc(NC(=O)C2CCCCC2)c(NC(=O)C2CCCCC2)c1,i
CN(C)CC(O)Cn1c2ccccc2c2ccccc21 (stereo not given),i
O=C(Nc1ccccc1CCc1nc2ccccc2[nH]1)C1CCN(S(=O)(=O)N2CCCC2)CC1,i
CN(Cc1ccccc1)C(=O)CNC(=O)Cn1ccc2ccccc2c1=O,i
Cc1cnn(-c2cnn3cccnc23)c1,i
COc1ccc(-c2nnc(/C=C/c3ccccc3)o2)cc1,i
CC1CCCCC1NC(=O)C1CCCN(S(C)(=O)=O)C1 (stereo not given),i
CC1=CC(C)=Nc2ccccc2N1,i
O=C(N[C@H]1CCN2C(=O)N(CCCl)C(=O)[C@@H]2C1)c1cccs1,i
CCSCCOC(=O)C1=C(C)NC2=C(C(=O)C(C(=O)OC)C(C)C2)C1c1ccc(CC)cc1 (stereo not given),i
O=C(Nc1ccc(F)cc1)N1Cc2[nH]cnc2C[C@H]1c1nc(-c2ccc(F)cc2)no1,i
NCCC(c1ccccc1)c1ccco1 (stereo not given),i
Cc1ccccc1N1CCN(Cc2cc3c(cc2[N+](=O)[O-])OCO3)CC1,?
O=C(c1ccc(F)cc1)N1C[C@@H]2C[C@H](C1)c1ccc(-c3ccccc3CN3CCOCC3)c(=O)n1C2,i
COc1ccc(C2CC(c3ccco3)=Nc3ccccc3S2)cc1 (stereo not given),?
CCOc1ccc(-n2c(SCC(=O)N3CCCC3)nc3c(c2=O)SCC3)cc1,i
Cc1cc2nn(-c3ccccc3)nc2cc1N,?
N=C1S/C(=C\c2ccc(N3CCOCC3)cc2)C(=O)N1c1ccccc1Cl,31.0%*
CCOCCCNC(=O)c1cn(CC)c2ccc(S(=O)(=O)N3CCC(C)CC3)cc2c1=O,i
C=CCOC(=O)C1=C(C)Nc2nnnn2C1c1cccnc1 (stereo not given),i
NCc1ccccc1/C=C/c1ccccc1,?
COc1ccc2cc(C3CN(c4cncc(C(=O)N(C)C)n4)CCO3)ccc2c1 (stereo not given),?
O=C(c1cccc(S(=O)(=O)N2CCOCC2)c1)N1CCOCC1,i
c1csc(CN(Cc2ccsc2)CC2CCCO2)n1 (stereo not given),?
CCOc1ccc(C(C)NC(=O)CCC(=O)O)cc1 (stereo not given),?
COCCn1c(CNC(=O)Cc2cccc(C)c2)nc2cccnc21,i
COc1ccc(OC)c(C2SCCN2S(=O)(=O)c2ccc([N+](=O)[O-])cc2)c1 (stereo not given),?
Cc1c(C(=O)N2CCOCC2)oc2ccc(S(=O)(=O)N3CC(C)CC(C)C3)cc12 (stereo not given),i
O=C(NC[C@H]1O[C@@H](CO)[C@@H](O)[C@H]1N1CCN(c2cccc(C(F)(F)F)c2)CC1)c1cccs1,i
CNC(=O)Cn1nc(-c2ccc(C)cc2)c2ccccc2c1=O,i
O=C(CNS(=O)(=O)c1ccc(Br)s1)N1CCN(c2ccccc2Cl)CC1,i
CC(C(=O)Nc1cccc(C(F)(F)F)c1)N1C(=O)c2ccccc2C1=O (stereo not given),?
c1cncc(Cn2ccnc2-c2ccncc2)c1,i
COc1cccc(C2CC(=O)C3=C(C2)Nc2ccccc2NC3c2cccs2)c1 (stereo not given),?
COc1ccc(C2CC(=O)C3=C(C2)OC(N)=C(C#N)C3c2ccc(C)cc2)cc1 (stereo not given),i
CC1=NN(c2cccc(Cl)c2)C(=O)/C1=C\c1ccc(C)cc1,30.0%*
CCCn1c(CNc2ccc(Br)cc2)nc2ccccc21,?
C[C@@H]1CC[C@@]2(C)C(CO)=CCC[C@@H]2[C@@]1(C)CC/C(=C/C(=O)O)CO,36.0%*
Cc1nc2c(c(NCCc3ccccc3C(F)(F)F)n1)CNC2,?
CC(=O)Nc1ccsc1C(=O)N1CCCC(N(C)Cc2ccccc2)C1 (stereo not given),i
# More entries.
SMILES,ST2 inh
CCCCN(C)CCNS(=O)(=O)c1cc(Br)cc2c1N(C(=O)C1CC1)CC2,i
CCC(=O)N1CCc2cc(Br)cc(S(=O)(=O)CCC(=O)N3CCCCC3C)c21 (stereo not given),?
COCc1c(C(=O)N2CCc3c(ncnc3N3CCOCC3)C2)noc1C,i
COc1ccc2c(c1)c(C(=O)O)c(C)n2-c1ccc(Cl)cc1,i
COc1ccc(C2=NN3C(C2)c2cc(Cl)ccc2OC3c2ccncc2)cc1OC (stereo not given),i
O=C(COc1ccc(F)cc1)Nc1c(C(=O)Nc2cccc(F)c2)oc2ccccc12,i
Cn1cc(CN(CC2CCN(C3CCCC3)CC2)CC2CCCO2)cn1 (stereo not given),?
CCOc1ccc(N2CC(NC(=O)Cc3cccs3)CC2=O)cc1 (stereo not given),i
O=c1cc(CSc2nc3ccccc3c3nc4ccccc4n23)nc2ccccn12,i
Cc1c(Cc2ccccc2)c(=O)n2c([nH]c3ccccc32)c1C#N,i
O=C(NCCc1ccccc1)Nc1ccccc1,i
CCN(CC)c1cc(C)c2cc(NC(=O)Cn3nc(C)c([N+](=O)[O-])c3C)ccc2n1,i
COC(=O)[C@H]1C[C@@H](O)CCN1C(=O)Cc1ccc(OC)c(C)c1,i
COc1ccc(Cl)cc1/C=C1\C(=O)N(c2ccc(Cl)c(C(=O)O)c2)N=C1C,74.0%*
Cc1cc(NC(=O)c2cc3c(=O)n4ccccc4nc3s2)ccc1Br,i
CCOC(=O)c1ccc(NC(=O)N2Cc3[nH]cnc3C[C@H]2c2nc(-c3ccc(Cl)cc3)no2)cc1,?
CCOC(=O)C1(Cc2ccccc2F)CCCN(C(=O)C2=CCCC2)C1 (stereo not given),i
Cc1nc2oc(C(=O)c3ccccc3)c(N)c2c2c1COC(C)(C)C2,i
COc1cc(C(=O)NCCc2ccccc2)cc(OC)c1OC,i
CC[C@H]1CN(C(=O)c2ccnc(Cl)c2)CC[C@H]1CC(=O)NCc1ccccc1,?
COC(=O)c1ccc(NC(=O)CN2CCN(Cc3ccccc3C)S2(=O)=O)cc1,i
CN(CCCn1cccn1)C(=O)c1ccc(-c2ccccc2Cl)o1,i
Cc1[nH]c2cc([N+](=O)[O-])ccc2c1C=O,i

# Screens as filed in PubChem BioAssay.
